ATXN2 expr inh: ATXN2 expression inhibition | HEK-293 ATXN2-luciferase reporter, luminescence, 24 h | actives 0.72% (n = 360,000) | Potency, µM (series often up to 57 µM), without a hit: top-dose activity change, negative = inhibition, hits mostly inhibitors; also: potency is read from the fitted curve at half-maximal effect; % is scaled to controls: 0 for no effect and ±100 for the full control effect; nearly all actives have a fitted effect of over 55% in size
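ATXN2-luciferase reporter cells (luciferase flanked by upstream and downstream ATXN2 gene portions) were treated 24 h at 37 °C with compounds at up to 57 uM. SteadyGlo luminescence gave expression; GF-AFC fluorescence gave viability.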
KB-3-1 cytotox: KB-3-1 parental cell cytotoxicity; AID 1347075; Potency, µM (titrated, usually from 46.1 µM), without a hit: top-dose activity change, negative = cytotoxic, hits mostly cytotoxic; actives 1.4% (n = 400,000); KB-3-1 viability, CellTiter-Glo ATP luminescence, 72 h; also: potency is read from the fitted curve at half-maximal effect; % is scaled to controls: 0 for no effect and ±100 for the full control effect; nearly all actives have a fitted effect of over 60% in size
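Using CellTiter-Glo luminescence, growth of non-resistant KB-3-1 adenocarcinoma cells is assessed 72 h after pin-tool compound addition at 37 °C. Normalized responses across the concentration series yield fitted curves.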
HT1080 IDH1KD tx: toxicity to HT-1080 IDH1 knockdown cells (counter line) | actives 2% (n = 360,000) | HT-1080 IDH1 knockdown viability, ATP luminescence, 48 h | Potency, µM (titrated, usually from 46.1 µM), for inactives: top-dose activity, negative = toxicity, actives largely listed as cytotoxic | AID 686971;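 also: potency is read from the fitted curve at half-maximal effect; 0% = DMSO wells and -100% = cell-free medium wells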
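HT-1080-IDH1KD cells (IDH1 knocked down), 750/well in RPMI with 5% FBS, treated with compound 48 h at 37 degrees C. Viability by CellTiter-Glo luminescence, normalised to DMSO and no-cell wells; concentration-response curves classed.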
HepG2 viability: kills HepG2 cells in TGF-b inhibitor counter-screen | HepG2 CAGA-GFP viability, ATP luminescence, 18 h | Potency, µM (top dose mostly 46.1 µM), for inactives: at the highest dose activity change, negative = cytotoxicity, usual class: cytotoxic | actives 0.76% (n = 410,000); also: potency is read from the fitted curve at half-maximal effect; some results filed as inactive show a strong effect at the top dose
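HepG2 CAGA-GFP cells (1000/well, DMEM with 1% FBS) received compound, then TGF-beta at 500 pg/mL final, and were incubated 18 hours at 37 degrees C. Viability was read by CellTiter-Glo luminescence. Media-only wells were set as complete cell-killing and DMSO as no toxicity.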
HT1080NT lethal: kills 2HG-producing HT-1080-NT fibrosarcoma cells | HT-1080-NT fibrosarcoma viability, CellTiter-Glo ATP luminescence, 48 h | Potency, µM (top dose mostly 46.1 µM), for inactives: top-dose activity, negative = less viability, usual class: cytotoxic | actives 1.6% (n = 360,000);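 also: NT is the 2HG producing partner of a matched IDH1 knockdown line; potency is read from the fitted curve at half-maximal effect; 0% = DMSO-treated cells and -100% = media-only wells without cells; nearly all actives have a fitted effect of over 55% in size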
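Viability of the 2HG-overproducing fibrosarcoma line after 48 hours of compound exposure at 37 degrees C was determined by luminescence with CellTiter-Glo, and concentration-effect curves were then fitted and categorized.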
ATXN viability: viability counter-screen for ATXN expression inhibitors; S2 cells (HEK-293 line with an ATXN2-luciferase reporter) viability, CellTiter-Fluor protease fluorescence, 24 h; Potency, µM (titrated, usually from 56.7 µM), most hits filed as cytotoxic; actives 0.49% (n = 400,000); also: potency is read from the fitted curve at half-maximal effect; nearly all actives have a fitted effect of over 40% in size
SW480 rereplic: DNA re-replication induction in SW480 cells. SW480 DNA re-replication, Hoechst DNA content imaging, 48 h. Potency, µM (highest dose often 46.1 µM), for the others: at the highest dose re-replication activation, actives largely listed as activators. actives 1.8% (n = 340,000). AID 624297; also: potency is read from the fitted curve at half-maximal effect; % of control where 0% means no effect; nearly all actives have a fitted effect of over 55% in size
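Cells (250 per well) received 23 nL compound or DMSO by pin tool and were kept 48 hr at 37 C, 5% CO2. Nuclei were then stained with Hoechst for 40 min and scanned for DNA content.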
MCF10A rerep: induces DNA re-replication in MCF 10a normal breast cells | Potency, µM (top dose mostly 46.1 µM), for inactives: at the highest dose activity, positive = re-replication, usual class: activators | AID 624296 | actives 2.9% (n = 350,000) | MCF 10A DNA re-replication, Hoechst nuclear intensity, 48 h; also: potency is read from the fitted curve at half-maximal effect; % of control where 0% means no effect; nearly all actives have a fitted effect of over 50% in size
IL-1B inflam inh: inhibitors of inflammasome signaling (IL-1 beta secretion). THP-1 LPS/ATP IL-1B secretion, AlphaLISA, 16 h; stronger effect = lower value. activity change, % at 57.5 µM. actives 4.7% (n = 360,000). AID 743279; in the data active = activity change below about -50%; inconclusive = mostly about -30% to -49%; also: % is scaled to controls: 0 for no effect and ±100 for the full control effect
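THP-1 cells pretreated 1 hr with compounds (up to 57.5 uM final), then stimulated with LPS (250 ng/mL final) plus ATP (1.25 mM final); secreted IL-1B measured by AlphaLISA after 16 hr, decreased signal indicating inhibition.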
* marks the source's active call; other numbers are inactive results; i = inactive; u = inconclusive; x = no result given; [ ] = another dose, or the depositor's remark. Unless noted, calls follow the shape of the dose curve; as a rule, active = well fitted curve in the direction sought with a large enough effect; inconclusive = small, poorly fitted or top-dose-only effect, or another doubt; inactive = no such curve, though single readings can be large; an effect the other way counts as inactive or inconclusive.

| Structure | ATXN2 expr inh | KB-3-1 cytotox | HT1080 IDH1KD tx | HepG2 viability | HT1080NT lethal | ATXN viability | SW480 rereplic | MCF10A rerep | IL-1B inflam inh |
| --- | --- | --- | --- | --- | --- | --- | --- | --- | --- |
| CCOC(=O)N1CCN(C(=O)c2cn(C)c3ccc(S(=O)(=O)N4CCC(C)CC4)cc3c2=O)CC1 | -2.4% | 1.3% | 17.3% | -4.7% | 5.5% | i | 0.6% | 7.3% | -10.5 |
| Cc1ccoc1C(=O)N1CCCCC1C(=O)O (stereo unspecified) | -17.3% | 12.1% | -6.0% | 5.0% | 14.2% | i | 1.5% | 1.7% | 21.9 |
| CCC(=O)Nc1ccc(C2=Nn3c(nnc3C(C)C)SC2)cc1 | 5.9% | 1.0% | 12.1% | 0.9% | 13.4% | i | -13.8% | -2.5% | -3.8 |
| COC(=O)C1=C(C)N(Cc2ccc3c(c2)OCO3)C(=O)C1 | 0.5% | 1.6% | -4.1% | 0.0% | -8.9% | i | u | -50.6%[inhibitor] | -3.4 |
| COc1ccc2c(Cl)c(C(=O)N/N=C3\CCCC(=O)C3)sc2c1 | 2.7% | u | -11.6% | -14.6% | 1.7% | x | 0.8% | u | 32.7 |
| Cc1ccccc1CCN1CCCC(CN(C)C(=O)C(=O)c2ccco2)C1 (stereo unspecified) | 10.5% | x | -3.0% | -31.6% | -5.0% | i | 18.0% | u | -22.1 |
| COc1ccc(CNC(=O)CN(c2cc(C)cc(C)c2)S(=O)(=O)c2c(C)noc2C)cc1 | 1.3% | 9.9% | 5.5% | 7.7% | 0.0% | i | -5.7% | 12.2% | 15.0 |
| O=C1C2C3c4ccccc4C(c4ccccc43)C2C(=O)N1/N=C/c1cccc(O)c1 (stereo unspecified) | -7.3% | 0.0% | -12.2% | -0.3% | -6.5% | i | u | -144.9%[0.0737 µM] | -4.9 |
| COc1ccccc1C(=O)NC(C)c1ccccc1 (stereo unspecified) | 3.8% | -1.1% | 0.4% | 18.6% | -2.1% | i | -1.4% | -9.3% | 33.6 |
| Cc1cc(/C=N/NC(N)=S)c(C)n1-c1ccc(Cl)c(Cl)c1 | -29.3% | 12.9% | u | -67.3% | -3.7% | u | 18.4µM* | 25.9µM* | 107.9 |
| CN(Cc1ccccc1)C(=O)CCS(=O)(=O)c1ccc2c(c1)n(C)c(=O)c(=O)n2C | -3.9% | 9.9% | 6.0% | 12.8% | -2.2% | i | -2.8% | -3.8% | -7.1 |
| COc1ccc(NC(=O)N(C)C[C@@H]2OCc3cnnn3CCCC(=O)N([C@H](C)CO)C[C@@H]2C)c(OC)c1 | 0.7% | 4.3% | 8.6% | -1.1% | 2.7% | i | x | x | -9.5 |
| COc1ccccc1CC(=O)Nc1cccc2ccccc12 | 5.6% | 10.0% | -0.5% | 5.2% | 0.0% | i | -21.9% | 2.8% | 4.7 |
| O=C(NC(=S)N1CCCC1)c1ccccc1F | 1.1% | -6.2% | -1.5% | 16.0% | 0.5% | i | -5.0% | 2.9% | -3.8 |
| CSCCC(NS(=O)(=O)c1ccc2c(c1)OCCO2)C(=O)NCCc1ccccn1 (stereo unspecified) | -1.0% | 25.9% | 7.7% | -22.6% | 10.0% | i | -7.1% | 10.5% | -4.6 |
| CCOc1ccccc1NC(=O)NC1CCCCCCC1 | 7.2% | -9.8% | -0.2% | -1.7% | -1.9% | i | -17.6% | -1.6% | -4.5 |
| COc1ccccc1C(=O)N/C(=C\c1cn(C)c2ccccc12)C(=O)NCCCn1ccnc1 | 1.3% | 5.1% | 3.0% | -12.7% | -0.2% | i | -2.6% | -4.5% | u |
| Cc1nc(S/C(=C/c2ccc(-c3cccc(Cl)c3)o2)C(=O)O)n[nH]1 | 1.9% | 5.6% | -9.8% | -15.8% | -22.3% | i | 1.1% | u | 0.0 |
| Cc1ccc(C(=O)NC(=S)Nc2c(C)ccc3nsnc23)cc1 | -5.6% | -3.5% | -8.4% | 6.3% | -2.1% | i | -5.9% | -2.2% | -2.8 |
| CNC(=O)c1ccc2cc(OC)c(OC)cc2c1 | x | -3.3% | 12.9% | -2.1% | 23.5% | i | x | x | u |
| COc1ccc(OC)c(/C=N/NC2=NS(=O)(=O)c3ccccc32)c1 | x | 4.2% | 18.9% | -8.3% | -2.3% | u | -0.1% | -14.7% | 17.6 |
| CCN(CC)S(=O)(=O)c1ccc2oc(C(=O)NCc3ccc(F)cc3)c(C)c2c1 | -27.7% | 0.0% | -20.5% | -22.8% | -21.4% | i | 1.8% | 12.0% | u |
| O=C(O)Cn1cc2c(n1)CCCCC2 | -7.2% | 9.0% | 7.6% | -22.0% | 1.9% | i | -1.9%[9.22 µM] | 0.5% | 11.4 |
| O=C(O)c1sccc1NC(=O)c1c(Cl)cccc1Cl | -17.3% | 3.0% | 15.1% | 3.4% | 11.0% | i | 0.2% | 4.9% | 24.0 |
| CN(C)S(=O)(=O)c1cccc(NC(=S)N/N=C/c2cccc(O)c2)c1 | -0.6% | 21.4% | 13.6% | -5.4% | 16.3% | i | -1.5% | 5.1% | 26.5 |
| O=C(O)C1CC=CCC1C(=O)c1ccccc1 (stereo unspecified) | 6.6% | -2.2% | 2.3% | 6.1% | 5.6% | i | 0.2% | -0.8% | 0.0 |
| Cc1cc(NC(=O)C2CC2)n(-c2nc3ccccc3s2)n1 | 30.9%[11.3 µM] | -11.0% | -1.3% | -28.0% | -1.6% | i | 1.8% | 14.7% | 12.9 |
| C[C@H](CO)N1C[C@H](C)[C@H](CN(C)C(=O)OCc2ccccc2)OCc2cnnn2CCCC1=O | 2.2% | 3.1% | 8.2% | 2.0% | 9.5% | i | x | x | 37.8 |
| CC(C(=O)NC1CCCC1)N(Cc1ccc2c(c1)OCO2)C(=O)c1snc(C(N)=O)c1N (stereo unspecified) | -10.2% | 16.3% | 3.9% | -2.0% | 3.6% | i | 9.9% | 0.8% | u |
| COc1ccc(C(=O)CC(=O)C(=O)Nc2ccccc2OC)cc1 | 7.0% | 0.1% | 8.6% | 5.3% | -3.2% | i | -3.7% | 20.8% | 32.7 |
| COCc1cc(C)n(CC(=O)Nc2ccc(Cl)cc2Cl)c(=O)c1C#N | 4.3% | -2.0% | 3.5% | 10.0% | 15.5% | i | -4.5% | -9.6% | -5.2 |
| COc1ccc2c(c1)CCc1c-2nc2ccccc2c1N1CCOCC1 | -26.0% | u | u | -16.4% | u | i | u | 16.4µM* | u |
| CC1=C(C)[N+](=O)C2(O)CCCCC2(C)N1[O-] (stereo unspecified) | 4.3% | -0.8% | 12.8% | 1.7% | 9.3% | i | 2.7% | -8.9% | -3.0 |
| CN1CCC/C1=C1/C(=O)N(c2ccccc2)N=C1NC(=O)Nc1cccc(Cl)c1 | x | 3.4% | -8.0% | 0.0% | -0.3% | i | u | u | -12.0 |
| O=C(O)c1c(N2CCCCC2)ccc([N+](=O)[O-])c1N1CCCCC1 | -26.6% | 4.8% | -2.0% | 5.7% | 0.0% | i | 10.5% | -1.2% | 0.0 |
| O=c1c(Cl)c(NCc2ccccc2)cnn1C12CC3CC(CC(C3)C1)C2 | -15.7% | 0.8% | -1.7% | -12.0% | -6.3% | i | -0.2% | u | -1.3 |
| CCOC(=O)C1=CN(Cc2cccc(-c3cccnc3)c2)S(=O)(=O)N(CC)C1C (stereo unspecified) | -3.9% | 0.0% | -5.4% | -32.9% | -0.1% | u | -42.2%[inhibitor] | u | -19.3 |
| Cc1ccnn1-c1ccc(C(=O)NCc2ccccc2CN2CCOCC2)cc1 | -12.1% | -1.3% | 0.1% | 0.1% | 7.7% | i | -8.7% | 3.2% | -16.9 |
| O=C(Nc1cc(F)ccc1F)C1CCCN(c2ncnc3c2nc2n3CCCCC2)C1 (stereo unspecified) | x | u | 2.0% | -26.5% | -1.3% | u | -40.0%[inhibitor] | 12.1% | 16.3 |
| Cn1c(CNC(=O)CSc2nc(-c3cccc(Cl)c3)nc3cc(=O)[nH]n23)nc2ccccc21 | 2.6% | 1.3% | x | -17.1% | x | i | x | x | x |
| CN(c1ccccc1)S(=O)(=O)c1cccc(C(=O)NCCc2c[nH]c3ccccc23)c1 | -15.7% | -8.7% | -23.0% | -21.0% | -21.3% | i | -3.0% | 3.9% | 3.5 |
| CCOc1ccc(OCC)c(-c2c(=O)n(OCc3ccc(Cl)cc3)c3ccccc3[n+]2[O-])c1 | -21.8% | 4.2% | -5.2% | -1.9% | 9.9% | i | 1.4% | -0.1% | -67.0* |
| Cc1cc(=O)[nH]c2ccc(S(=O)(=O)N3CCOCC3)cc12 | 21.8% | -13.1% | 14.2% | 1.5% | 8.7% | u | 0.9% | 5.2% | 45.3 |
| CC(=O)Nc1cccc(NC=C(C#N)C#N)c1 | x | 9.4% | 9.5% | -0.2% | 9.6% | i | -50.3%[inhibitor] | -2.3% | -1.8 |
| CC(C)(C)CNC(=O)c1ccc2c(c1)S(=O)(=O)c1cc(Cl)ccc1C2=O | u | u | 2.2% | -1.6% | 0.0% | u | 0.4% | -11.7% | -18.4 |
| O=C(N/N=C/c1cc(Cl)cc([N+](=O)[O-])c1O)c1cccc(S(=O)(=O)N2CCOCC2)c1 | u | u | u | -7.4% | 16.4µM* | i | 0.1% | 12.7% | 13.8 |
| CCOc1ccc(S(=O)(=O)N(CC)CC(=O)NCc2ccncc2)cc1C | 17.2% | -0.1% | 4.3% | -11.2% | 13.0% | i | -65.6%[inhibitor] | -18.2% | -4.0 |

Screens: PubChem, National Center for Advancing Translational Sciences (NCATS)
